Screens: PubChem BioAssay, The Scripps Research Institute Molecular Screening Center
MBD2 inh: inhibitors of MBD2 binding to methylated DNA, primary screen, biochemical, TR-FRET, DNA-binding domain, human; Methyl-CpG-binding domain protein 2 (Homo sapiens), Q9UBB5; MBD2 binding to methylated oligonucleotide; inhibition, % at 4.4 µM; hit rate 0.31% among 370,000; AID 686964, 2013; in the data active = inhibition above about 13%
PLCg1 inh: PLC-gamma1 enzyme inhibitors, primary screen, biochemical, fluorescence, purified enzyme | fluorogenic substrate | inhibition, % at 12.2 µM | hit rate 0.84% among 370,000 | AID 720700, 2013; in the data active = inhibition above about 9.5%
Target sequence (P19174 whole entry, looked up): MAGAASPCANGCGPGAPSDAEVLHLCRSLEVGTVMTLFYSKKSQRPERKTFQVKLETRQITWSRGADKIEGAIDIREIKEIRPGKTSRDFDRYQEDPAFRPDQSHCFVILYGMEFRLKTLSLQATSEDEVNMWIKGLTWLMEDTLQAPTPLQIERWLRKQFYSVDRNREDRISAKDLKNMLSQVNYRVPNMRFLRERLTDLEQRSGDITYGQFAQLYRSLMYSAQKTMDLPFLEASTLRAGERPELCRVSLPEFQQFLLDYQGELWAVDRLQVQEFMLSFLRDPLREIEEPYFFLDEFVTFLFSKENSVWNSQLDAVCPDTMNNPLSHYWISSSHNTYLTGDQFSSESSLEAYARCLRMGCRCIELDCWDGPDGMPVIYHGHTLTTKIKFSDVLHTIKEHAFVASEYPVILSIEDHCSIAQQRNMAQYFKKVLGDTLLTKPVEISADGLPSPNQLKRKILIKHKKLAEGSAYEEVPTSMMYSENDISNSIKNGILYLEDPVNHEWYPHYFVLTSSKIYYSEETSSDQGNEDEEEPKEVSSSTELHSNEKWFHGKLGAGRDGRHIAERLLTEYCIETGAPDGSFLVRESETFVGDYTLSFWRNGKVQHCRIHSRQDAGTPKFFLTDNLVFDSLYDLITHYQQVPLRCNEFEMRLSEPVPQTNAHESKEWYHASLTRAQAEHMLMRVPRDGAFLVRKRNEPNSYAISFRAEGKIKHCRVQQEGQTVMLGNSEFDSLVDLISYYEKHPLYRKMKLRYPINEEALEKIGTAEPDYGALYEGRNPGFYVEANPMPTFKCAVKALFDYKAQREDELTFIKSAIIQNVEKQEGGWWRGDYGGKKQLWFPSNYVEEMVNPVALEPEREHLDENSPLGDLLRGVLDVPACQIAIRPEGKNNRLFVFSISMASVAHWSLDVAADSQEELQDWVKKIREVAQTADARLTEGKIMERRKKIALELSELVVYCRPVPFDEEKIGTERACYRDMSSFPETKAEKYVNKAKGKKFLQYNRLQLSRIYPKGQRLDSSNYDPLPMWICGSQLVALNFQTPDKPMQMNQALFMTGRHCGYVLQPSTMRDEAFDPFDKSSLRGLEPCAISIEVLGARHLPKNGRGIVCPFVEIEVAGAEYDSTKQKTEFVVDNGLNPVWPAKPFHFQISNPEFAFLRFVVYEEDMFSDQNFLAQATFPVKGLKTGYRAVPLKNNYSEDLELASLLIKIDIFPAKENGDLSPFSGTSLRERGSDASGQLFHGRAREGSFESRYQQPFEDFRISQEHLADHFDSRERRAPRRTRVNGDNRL
Tn6 DDE FP: inhibitors of Tn6 peptide binding to fibrin DD(E), primary screen, biochemical, fluorescence polarization, human fibrin, Tn6 probe | hit rate 0.21% among 370,000 | Fibrin DD(E) TRITC-Tn6 fluorescence polarization displacement | AID 720509, 2013 | inhibition, % at 8.3 µM;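 active = inhibition above a per-campaign cutoff: mean of compounds within control limits plus 3 SD, cut at about 15% in these data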;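 also: 0% = median of all compound wells on the plate and 100% = blocking peptide control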
ASAP1 GAP inh: inhibitors of human ASAP1 ArfGAP activity, primary screen, biochemical, fluorescence polarization | Arf-GAP with SH3 domain, ANK repeat and PH domain-containing protein 1 (Homo sapiens), … | ASAP1-stimulated ARF1 GTP hydrolysis, GDP FP detection | inhibition, % at 16.5 µM | hit rate 0.19% among 360,000; in the data active = inhibition above about 25%;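 also: 0% = vehicle with enzyme and substrate and 100% = no enzyme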
PLC-beta3 inh: human PLC-beta3 inhibitors, primary screen, biochemical, fluorescence; 1-phosphatidylinositol 4,5-bisphosphate phosphodiesterase beta-3 (Homo sapiens), Q01970; Purified PLC-beta3, fluorogenic substrate; inhibition, % at 12.2 µM; hit rate 0.18% among 370,000; in the data active = inhibition above about 11%;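 also: 0% = median of compound wells on plate and 100% = full blocker control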
Tn7 DDE FP: inhibitors of Tn7 peptide binding to fibrin DD(E), primary screen, biochemical, fluorescence polarization, human fibrin, Tn7 probe | Fibrinogen beta chain (Homo sapiens), P02675 | FP displacement of FITC-Tn7 peptide from fibrin DD(E); 0% = median of compound wells per plate | inhibition, % at 8.3 µM | hit rate 0.13% among 370,000;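 active = inhibition above the mean of compounds falling within the control limits plus 3 SD of them, cut at about 14% in these data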;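 also: 0% = plate median of compound wells and 100% = 10 µM Aha-Tn7 peptide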
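Also added: labelled Tn7 tracer, 0.1 µM; Assay system: human fibrin DD(E) protein; Amount: 2 µM fibrin DD(E); Schedule: 10 min compound pre-incubation, 3 h probe incubation at room temperature; Repeats: one replicate per compound; Read-out basis: percent inhibition; Measured by: fluorescence polarization of the labelled Tn7 tracer.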
ADAM17 inh: ADAM17 inhibitors, primary screen, biochemical, QFRET. Disintegrin and metalloproteinase domain-containing protein 17 (Homo sapiens), P78536. recombinant ADAM17, EDANS/DABCYL FRET peptide cleavage. inhibition, % at 6.95 µM. hit rate 0.83% among 370,000;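 active = inhibition above the mean of compounds lying between control limits plus 3 SD, set per campaign, cut at about 8.5% in these data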;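 also: 0% = DMSO-only wells as the low control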
KLK7 zymogen act: proKLK7 zymogen activators, primary screen, biochemical, fluorescence intensity; Kallikrein-7 (Homo sapiens), P49862; activation, % at 7 µM; purified proKLK7, EDANS-DABCYL substrate fluorescence; 100% is mature enzyme control, 0% vehicle; hit rate 0.9% among 370,000;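 active = activation above the mean of all tested compounds plus 3 SD, computed per campaign excluding outliers beyond control limits, cut at about 13% in these data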
ARFGAP1 inhibitor: inhibitors of rat ARFGAP1 GAP activity, primary screen, biochemical, fluorescence polarization, GDP tracer; ADP-ribosylation factor GTPase-activating protein 1 (Rattus norvegicus), Q62848; Arfgap1-stimulated ARF1 GTP hydrolysis, GDP FP detection; inhibition, % at 16.5 µM; hit rate 0.26% among 360,000;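 active = inhibition above a per-plate limit, mean inhibition of low control wells plus 3 SD, cut at about 25% in these data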;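 also: 0% = DMSO wells with enzyme and 100% = wells lacking Arfgap1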
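Assay system: purified rat His6-Arfgap1 residues 1-136 (GAP domain); Reagent: human Δ17 ARF1 bound to GTP; Dosing: 16.5 µM single point, 1.26% DMSO; Times: GTP hydrolysis reaction 2 h at 25 °C; Signal: FP, GDP Alexa 633 tracer displaced from anti-GDP antibody, 620/688 nm; Measure: % inhibition from polarization.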
UHRF1 binding: UHRF1 methylated DNA binding inhibitors, primary screen, counter-screen for MBD2 inhibitor project, biochemical, TR-FRET, human UHRF1, single concentration; inhibition, % at 4.4 µM; UHRF1 binding to methylated oligo; E3 ubiquitin-protein ligase UHRF1 (Homo sapiens), Q96T88; hit rate 0.75% among 370,000; in the data active = inhibition above about 21%;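 also: UHRF1 SRA domain binding a hemimethylated CpG hairpin DNA probe; 0% = median of test compound wells and 100% = reference inhibitor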
* marks the source's active call; other numbers are inactive results; i = inactive.

SMILES | MBD2 inh | PLCg1 inh | Tn6 DDE FP | ASAP1 GAP inh | PLC-beta3 inh | Tn7 DDE FP | ADAM17 inh | KLK7 zymogen act | ARFGAP1 inhibitor | UHRF1 binding
CCN/C=C(\C#N)S(=O)(=O)c1ccc(Br)cc1 | 3 | 3 | -4 | 2 | -6 | -4 | 1 | -0.5 | 10 | 0
O=C1CN(C(=O)COC(=O)c2ccc([N+](=O)[O-])o2)c2ccccc2N1 | 2 | 1 | 8 | -8 | -4 | 2 | -3 | 0.3 | -9 | 4
Cc1cccc(C(=O)Nc2nc3ccc(S(C)(=O)=O)cc3s2)c1 | 0 | -5 | 3 | -5 | -11 | 3 | 4 | 0.5 | 10 | -2
O=C(CSc1nc(O)c(Cc2ccccc2)c(=O)[nH]1)N1CCOCC1 | -5 | 1 | 3 | 2 | -4 | 1 | -1 | -0.2 | -2 | 0
C/C=C/COC(=O)C1=C(C)NC(=O)NC1c1ccc2c(c1)OCO2 (stereo unspecified) | 3 | -3 | -1 | -7 | -8 | 3 | -4 | -0.1 | 4 | 2
Cc1ccccc1NC(=O)c1ccc(CSc2ncccn2)cc1 | -2 | -1 | 4 | 5 | 2 | -4 | -1 | -0.2 | -5 | 0
CC(=O)Oc1ccc2occ(C(=O)c3cccs3)c2c1 | -4 | 1 | -4 | 13 | 6 | -2 | 1 | -0.5 | 15 | 2
COC(=O)[C@@]12C[C@@H](CC(=O)NCc3cccc4ccccc34)C(=O)N(Cc3ccco3)C1=CCC(C)(C)C2 | 0 | 1 | -6 | 12 | 6 | -7 | 6 | -0.1 | 10 | -1
CCC[C@@H]1CCCO[C@@](C(=O)NCc2ccccn2)(C(F)(F)F)C1 | 8 | 9 | -4 | 3 | 1 | -1 | -6 | -0.1 | -4 | 4
Cc1ccc(NC(=O)CN(C)CC(=O)N(C)Cc2ccccc2)cc1 | 6 | 3 | 3 | -6 | -6 | -5 | -3 | -0.4 | 14 | 2

Next section; it opens with the 3 that closed the last part.
SMILES | MBD2 inh | PLCg1 inh | Tn6 DDE FP | ASAP1 GAP inh | PLC-beta3 inh | Tn7 DDE FP | ADAM17 inh | KLK7 zymogen act | ARFGAP1 inhibitor | UHRF1 binding
COC(=O)[C@@]12C[C@@H](CC(=O)NCc3cccc4ccccc34)C(=O)N(Cc3ccco3)C1=CCC(C)(C)C2 | 0 | 1 | -6 | 12 | 6 | -7 | 6 | -0.1 | 10 | -1
CCC[C@@H]1CCCO[C@@](C(=O)NCc2ccccn2)(C(F)(F)F)C1 | 8 | 9 | -4 | 3 | 1 | -1 | -6 | -0.1 | -4 | 4
Cc1ccc(NC(=O)CN(C)CC(=O)N(C)Cc2ccccc2)cc1 | 6 | 3 | 3 | -6 | -6 | -5 | -3 | -0.4 | 14 | 2
COc1cccc(CNCCO)c1OCc1ccccc1 | -6 | 3 | -1 | -9 | -3 | 4 | -3 | 0.2 | 4 | 0
Cc1ccc(-n2c(O)c(/C=N/Nc3ccc(S(=O)(=O)N4CCOCC4)cc3[N+](=O)[O-])c3ccccc3c2=O)c(C)c1 | -7 | -142 | -6 | 16 | -147 | 1 | -76 | 4.3 | 0 | -8
Cc1nc(N2CCN(C(=O)c3cnccn3)CC2)c2c3c(sc2n1)CC(C(C)(C)C)CC3 (stereo unspecified) | 0 | 0 | 3 | -11 | -6 | -6 | -3 | 0.2 | -1 | -2
CCOc1c2ccoc2nc2c(OC)c(OC)ccc12 | -3 | i | -7 | 7 | i | -2 | -279 | 13* | 8 | 0
O=C(NCCCN1CCCC1=O)c1ccc(NS(=O)(=O)c2cccc([N+](=O)[O-])c2)cc1 | 2 | 2 | -1 | -9 | -6 | 1 | -1 | 0.2 | -7 | 0
CCCN1CCN(S(=O)(=O)c2ccc3c(c2)CC(C)N3C(=O)C2CC2)CC1 (stereo unspecified) | 7 | -2 | -4 | 13 | -11 | 1 | -4 | 0.1 | 3 | 6
CCOC(=O)c1nn(-c2ccc(Cl)cc2)c(C)cc1=O | -2 | -1 | -2 | 6 | -1 | -6 | 0 | -0.3 | 4 | 1
CN(C)CCCNc1oc(-c2cccc(Cl)c2)nc1C#N | 2 | i | -2 | 4 | i | 7 | -253 | 51* | 4 | -4
CC1=C(C(=O)N2CCOCC2)CC(CC(=O)NC2CCCCC2)C(=O)N1Cc1ccc(C(C)(C)C)cc1 (stereo unspecified) | 0 | 0 | 12 | 2 | 4 | 4 | -2 | -0.1 | 7 | 0
CC(C)C1CC(O)(C2(O)CCCCC2)ON1 (stereo unspecified) | 0 | -1 | 6 | -4 | 2 | -1 | -5 | -0.5 | 0 | 0
CC(C)[C@H](NC(=O)c1ccccc1F)C(=O)OCC(=O)Nc1sccc1C(N)=O | 1 | -6 | 3 | -6 | -14 | 4 | -1 | -0.5 | -3 | 5
CCOCCCNC(=O)c1cn(CC)c2ccc(S(=O)(=O)N3CCCC3)cc2c1=O | -2 | 1 | -9 | 5 | -7 | 3 | 2 | -0.3 | -6 | 5
O=C(Nn1c(C2CC2)nc2ccccc2c1=O)c1ccco1 | 2 | -3 | 6 | -6 | 3 | 5 | -3 | 0.1 | 7 | 1
Cc1ccc(C(=O)N2CC=C(c3ccccc3)CC2)s1 | -1 | 0 | -2 | 13 | -6 | -4 | 0 | -0.2 | 4 | -3
O=C(CSc1nc2ccccc2c(=O)n1Cc1ccco1)NCc1ccco1 | 1 | -2 | -5 | 3 | -7 | 0 | -5 | 0.5 | 0 | 4
COc1ccc(CC(=O)NCc2cccc(Cl)c2)cc1S(=O)(=O)N1CCOCC1 | -1 | 0 | 3 | 13 | -6 | -1 | -3 | -0.4 | 15 | 3
COc1ccc(S(=O)(=O)NCCc2nnc3ccc(SCC(=O)Nc4cc(C)on4)nn23)cc1 | 0 | 3 | -3 | 5 | 2 | -2 | 1 | 0.7 | 3 | -4
CC(C)(C)OC(=O)NN1CC(=O)N2Cc3[nH]c4ccccc4c3C[C@H]2C1=O | -1 | -2 | -2 | 7 | -4 | -2 | 1 | 0.6 | 0 | 3
NNC(=O)c1cccc(COc2ccc3c(c2)CCC3)c1 | -7 | 0 | -4 | 7 | -2 | 6 | 0 | -0.5 | 2 | -4
C[C@H](CO)N1C[C@H](C)[C@@H](CN(C)C(=O)Nc2ccccc2)Oc2ccc(NC(=O)Nc3ccc(C(F)(F)F)cc3)cc2C1=O | 11 | 1 | -4 | 8 | 0 | -3 | 5 | 0.4 | -2 | 16
CC(C)C(c1nnnn1Cc1ccccc1)N1CCc2ccccc2C1 (stereo unspecified) | 5 | -12 | 0 | -7 | -12 | 1 | -17 | -0.5 | 5 | 1
CCCOc1ccc(F)cc1-c1cc(C(=O)NCc2ccco2)[nH]n1 | -4 | -3 | 9 | -8 | 0 | -4 | 2 | 0.2 | 0 | -2
Cc1nc(CSc2ccc(Cl)cc2)cs1 | -5 | 2 | -4 | 7 | 8 | -2 | 0 | 0.1 | -21 | 2
O=C1/C(=C\c2cccnc2)Sc2ccccc21 | -7 | -15 | -2 | 8 | -18 | 3 | -2 | 0.3 | -2 | -15
CCSc1nnc2nc3[nH]c4c(C)cccc4c3nn12 | -11 | 1 | 1 | -3 | -1 | 4 | 0 | 0.0 | -2 | 10
COc1cccc(NC(=O)CSc2nccn2-c2cccc(OC)c2)c1 | -2 | -2 | 3 | -5 | -2 | 1 | -5 | -0.2 | -5 | -4
Cc1cc(C)cc(NC(=O)C2CCCN(S(=O)(=O)c3cnc[nH]3)C2)c1 (stereo unspecified) | 0 | 0 | 4 | 4 | 5 | 9 | -2 | 0.0 | 2 | 17
COc1ccccc1NC(=O)c1cc2c(CO)cnc(C)c2oc1=Nc1cc(OC)c(OC)c(OC)c1 | -6 | 0 | -1 | 4 | -1 | 7 | -2 | -0.4 | -8 | -3
Nc1sc2c(c1C(=O)NCCc1ccccc1)CCC2 | -3 | -11 | -4 | 4 | -21 | 3 | -6 | 1.0 | -11 | -3
O=C(COC(=O)CCc1c[nH]c(=O)[nH]1)Nc1cccc(Cl)c1 | 3 | -3 | -4 | -7 | -8 | -4 | -5 | -1.5 | 4 | 2
O=c1c2c(nc3cc(-c4cccc(F)c4)[nH]n13)CCC2 | 2 | -17 | 1 | 11 | -19 | -11 | -20 | -21 | -1 | 2
C/C(CC(=O)Nc1ccccn1)=N\NC(=O)Cc1cccc2ccccc12 | -6 | 0 | 1 | 1 | 3 | 2 | -3 | -0.2 | 2 | -12
CCS(=O)(=O)c1ccccc1C(=O)NC1CCCc2ccccc21 (stereo unspecified) | 2 | 0 | 6 | -7 | -5 | 6 | 3 | -0.5 | 1 | 1
Cc1ccc(C(C(=O)NC2CCCC2)N(C(=O)Cc2cccs2)c2cccc(C)c2C)o1 (stereo unspecified) | 0 | 0 | 10 | 5 | 0 | 1 | -3 | -0.1 | 7 | 1
CCOC(=O)[C@]12CCC=C1N(CCC1=CCCCC1)C(=O)[C@H](CC(=O)N1CCN(C(=O)C3CC3)CC1)C2 | 8 | 0 | -3 | -3 | -3 | 0 | -6 | 0.9 | -4 | 2
COc1cccc(-n2c(SCC(=O)N3CCOCC3)nc3c([nH]c4ccccc43)c2=O)c1 | 3 | -1 | -7 | -3 | 1 | -10 | -1 | 0.4 | 4 | 0
CC(C)c1ccc(/C=C2\SC(=O)N(CC(=O)NC3C=CS(=O)(=O)C3)C2=O)cc1 (stereo unspecified) | 2 | -2 | -1 | 1 | -5 | 8 | -7 | -0.6 | 10 | -3
C[N+](C)(C)CCCN(Cc1ccc2c(c1)OCO2)C(=O)NC1CCCCC1 | 0 | -1 | -4 | -15 | -7 | -3 | -3 | 0.1 | 0 | 0
CCOc1ccc(S(=O)(=O)N2CCCCC2)cc1NC(=O)C1CSC2(C)CCC(=O)N12 (stereo unspecified) | -8 | 1 | -4 | -9 | -6 | -1 | -4 | 0.0 | 3 | -2
COc1cccc(C2=NOC(C(=O)NCc3ccccn3)C2)c1 (stereo unspecified) | 0 | 7 | -5 | -3 | 6 | 4 | 4 | 0.5 | 5 | 12
CCCc1nnc(NC(=O)c2ccc(S(=O)(=O)N(C)c3ccccc3OC)cc2)s1 | -4 | -5 | 3 | -6 | -10 | 6 | 0 | 0.0 | -9 | -2
